# GSIS activator = primary screen for activators of insulin secretion dependent on glucose, INS-1E cells, GLuc reporter luminescence; INS-1E GLuc reporter insulin secretion, 2-3 h; activation, % at 16.6 µM; hit rate 0.61% among 370,000;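 active = lowest replicate activation of at least 40%, so every replicate reaches that level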;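 note: 0% = median of neutral control wells and 100% = median of IBMX positive control wells; some compounds called inactive have numbers as strong as hits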
# Xi reactivation = reactivates the inactive X chromosome in mouse fibroblasts. activation, % at 7.58 µM. XiGFP mouse fibroblasts, % GFP-positive cells imaging, 3 d; cells co-treated with 5-aza-dC sensitizer; scaled so ellipticine positive control = 100%. hit rate 0.055% among 360,000;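 active = mean normalized replicate activation at least 10% and every replicate at or above 10%; inconclusive = only one of the two criteria met; inactive = mean below 10% and not all replicates reach 10%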;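 note: 0% = median of on-plate neutral control wells and 100% = ellipticine 6 µM median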
#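 Assay system: SV40-immortalized XiGFP fibroblast cells, line 68-5-11; buffer or medium: DMEM plus 5-aza-dC sensitizer; compound: one concentration, pinned; timing: compounds 3 days, fix/stain 15 min at room temperature; benchmarks: positive control ellipticine, 6 µM final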
# RAD52 anneal inh = inhibitors of human RAD52 DNA annealing | hit rate 0.46% among 360,000 | inhibition, % at 18.7 µM | AID 651710 | recombinant RAD52 DNA annealing, FRET fluorescence;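 active = every replicate showing at least 50% inhibition; inconclusive = mean inhibition at least 50% but not in every replicate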
# CFTR F508del cor = CFTR F508del correction in bronchial cells; CFBE cells, YFP halide quenching; stimulated with forskolin plus potentiator P3; % fluorescence drop versus neutral controls; activity (quench increase), % at 7.58 µM; hit rate 0.36% among 350,000; AID 720511;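 active = mean added fluorescence quench of at least 8% versus neutral control, with both replicates also reaching 8%; inconclusive = only one of the mean or replicate conditions met; inactive = mean below 8% and not both replicates reaching 8%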;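 note: cells transiently co-express mutant CFTR-F508del with the halide-sensitive YFP; corrector assay measuring rescue of mutant channel to the surface after 24 h compound exposure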
# Casp6 inh = blocks human caspase-6 cleavage activity. P55212. purified caspase-6, Z-VEID-R110 cleavage fluorescence. inhibition, % at 12.5 µM. hit rate 0.53% among 350,000. AID 686996;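 active = mean inhibition across replicates at least about 35%, with every replicate also reaching that limit, limit read from the data; inconclusive = only one of the two criteria met; inactive = neither criterion met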;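 note: 0% = median of neutral control wells and 100% = no fluorescence left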
# DENV2 CPE = protects cells from dengue virus 2 cytopathic effect; DENV2-infected cells, cytopathic effect rescue, plate reader; CPE inhibition, % at 9.99 µM; hit rate 1.7% among 350,000; AID 651640; in the data active = CPE inhibition above about 20%, passing the limit was not always enough; inconclusive = no clear call, values can overlap the other calls; tested in BHK-21 cells;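 note: 0% = median of neutral control wells and 100% = median of positive control wells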
# RAD54 branch = inhibitors of human RAD54 branch migration | Q92698 | RAD54 Holliday junction branch migration, FAM/BHQ fluorescence | inhibition, % at 10.4 µM | hit rate 0.14% among 360,000 | AID 602329;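 active = mean normalized replicate activity at least 40 and at least half of replicates scoring 40 or more; inconclusive = only one of the two criteria met; inactive = mean below 40 and under half of replicates reaching 40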;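 note: 0% = median of neutral control wells and 100% = median of positive control wells; inhibitors cause a drop in the FAM fluorescence signal; in these data hits start at about 50%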
# Target sequence (Q92698 whole entry, looked up): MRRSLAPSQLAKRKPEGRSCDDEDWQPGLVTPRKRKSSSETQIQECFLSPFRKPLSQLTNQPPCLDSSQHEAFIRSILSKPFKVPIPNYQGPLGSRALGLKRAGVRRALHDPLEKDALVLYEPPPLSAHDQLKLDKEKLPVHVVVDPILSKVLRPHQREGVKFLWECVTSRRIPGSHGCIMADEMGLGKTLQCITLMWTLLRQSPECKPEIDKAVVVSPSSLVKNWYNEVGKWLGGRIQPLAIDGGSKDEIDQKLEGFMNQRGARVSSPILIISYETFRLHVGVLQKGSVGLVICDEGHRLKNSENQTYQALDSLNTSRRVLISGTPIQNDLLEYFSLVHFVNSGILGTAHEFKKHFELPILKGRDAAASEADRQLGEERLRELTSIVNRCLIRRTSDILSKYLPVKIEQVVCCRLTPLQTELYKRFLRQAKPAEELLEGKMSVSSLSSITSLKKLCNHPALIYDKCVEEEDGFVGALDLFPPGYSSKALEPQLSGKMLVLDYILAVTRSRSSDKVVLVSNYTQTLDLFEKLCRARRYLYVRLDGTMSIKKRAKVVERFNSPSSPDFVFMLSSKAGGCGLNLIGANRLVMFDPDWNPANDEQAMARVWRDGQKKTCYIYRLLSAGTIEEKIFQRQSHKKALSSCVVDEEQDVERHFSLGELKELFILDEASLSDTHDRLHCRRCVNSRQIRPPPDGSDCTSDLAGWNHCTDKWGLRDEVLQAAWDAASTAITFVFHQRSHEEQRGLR
# E-sel inducer = E-selectin induction on HUVECs | HUVEC E-selectin immunofluorescence imaging; normalized: neutral wells 0, TNF-alpha wells 100 | P16581 | activation, % at 7.58 µM | hit rate 0.37% among 260,000;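 active = mean E-selectin-positive cell signal at least 10% of the positive control, reached in at least 60% of replicates, without over 20% cell loss; inconclusive = no rule given, readout overlaps actives, possibly toxicity-flagged; inactive = the rest, including those meeting only one limit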;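 note: in these data hits start at about 27%; measured in HUVEC primary endothelial cells; signal is the percent of cells scored E-selectin positive by PE staining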
#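 Read-out: % PE-positive cells | Test system: HUVEC | Doses: One compound dose added by pin transfer | Buffer or medium: EGM-2 over gelatin coat | Signal: Immunofluorescence imaging | Benchmarks: TNF-alpha, DMSO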
# The depositor's hits bear a star; u = inconclusive; x = no result given; & = joins results of further samples.
SMILES,GSIS activator,Xi reactivation,RAD52 anneal inh,CFTR F508del cor,Casp6 inh,DENV2 CPE,RAD54 branch,E-sel inducer
COC(=O)C1C2CC3c4[nH]c5cc(OC)ccc5c4CCN3CC2CC(OC(=O)CC(C)=O)C1OC (centres undefined),-6,4.2,-8,3.0,0,x,x,0.5
CCCNC(=O)Nc1ccc2c(c1)C(=O)N(C)C[C@H](OC)[C@@H](C)CN(Cc1ccccn1)[C@@H](C)CO2,3,-0.1,x,2.5,x,x,-5,0.1
O=C(/C=C/[C@H]1O[C@@H](n2cnc3c(NC(=O)c4ccccc4)ncnc32)[C@H](O)[C@@H]1O)NCc1ccco1,10,0.2,-4,-1.0,2,1,-4,0.1
CC(c1ccccc1)N1C(=O)OC(C)(C)C1(C)O (centres undefined),9,0.1,-3,-1.2,32,5,-5,x
Cc1nc(C(=O)NC2CC2)sc1C1(C)CC(c2cccc([N+](=O)[O-])c2)=NO1 (centres undefined),4,0.0,x,-4.4,x,x,-3,-0.1
COCc1nnc(NC(=O)c2ccccc2Oc2ccccc2)s1,47,-0.1,-9,0.9,-1,2,2,6.3
CCCCCC(=O)NNC(=O)c1ccc(-c2ccccc2)cc1,-2,x,-9,-2.0,-2,x,-8,x
COc1ccc(CNC(=O)CN(CCC(C)C)S(=O)(=O)c2ccc3c(c2)OCCO3)cc1,-10,0.3,1,x,3,-3,-1,x
Cc1ccc2c(c1)nnn2C1CCN(CC(=O)NCc2ccccc2F)CC1,13,0.2,-13,x,-2,-4,x,x
Cc1ccc(C)c(N2CCN(S(=O)(=O)c3cc4c(cc3Cl)NC(=O)CO4)CC2)c1,x,-0.1,-8,4.6,-2,-4,-4,-0.1
COC(=O)C[C@@H]1CC[C@H]2[C@@H](COc3ccc(NC(=O)Nc4cccc(F)c4)cc3C(=O)N2C)O1,-7,0.4,-5,-0.2,0,-6,-16,0.2
COc1ccc2c3c(n(C)c2c1)[C@H](CO)N(Cc1nccs1)CC31CN(C(=O)CC2CC2)C1,0,0.0,3,-4.7,1,-11,x,-0.3
C[C@@H]1CCCCO[C@@H](CN(C)S(=O)(=O)c2ccc(F)cc2)[C@H](C)CN([C@@H](C)CO)C(=O)c2cc(NS(=O)(=O)c3ccc(F)cc3)ccc2O1,-30,0.0,x,0.6,x,-19,-18,-0.2
C[C@@H]1CN([C@@H](C)CO)C(=O)c2cc(NS(C)(=O)=O)ccc2O[C@H]1CN(C)S(=O)(=O)c1ccc(F)cc1,15,6.3,7,1.5,4,2,1,-0.4
O=C(O)/C=C/c1ccc(OCc2cccc(F)c2)cc1,4,0.0,-4,-2.6,2,-2,-11,-1.9
COc1ccc(-c2cnc3c(c2)C(=O)N([C@H](C)CO)C[C@@H](C)[C@H](CN(C)C(=O)Cc2cccnc2)O3)cc1,4,-0.8,3,2.2,3,0,11,-0.1
Cc1cc(C)cc(NC(=O)COC(=O)Cc2ccccc2F)c1,-20,0.0,-19,-2.0,1,u,-5,x
COC(=O)C[C@H]1CC[C@@H]2[C@H](COC[C@@H](O)CN2C(=O)Nc2cccc(F)c2)O1,-1,0.2,13,-1.6,-1,-2,-5,0.2
NS(=O)(=O)c1ccc(-c2c(-c3ccccc3)sc3ccccc23)cc1,x,0.6,4,4.5,2,-13,-5,-0.1
CC(=O)Nc1cccc(NC(=O)c2ccccc2OCc2ccccc2)c1,16,0.0,-24,-0.4,-3,1,-2,x
C=CCn1c(C)c(C(C)=O)c(N2CCN(C(c3ccccc3)c3ccccc3)CC2)nc1=S,-16,-0.2,-63,-3.7,-23,5,x,x
CN1CCC(=NNC(=O)CSc2ccc(Cl)cc2)CC1,-43,0.2,-2,1.2,-1,x,x,x
Cc1[nH][nH]c(=O)c1C(c1ccc(Br)cc1)c1c(C)[nH][nH]c1=O,-7,0.1,-2,2.3,5,3,0,2.8
CCOC(=O)[C@@H]1CCN(Cc2ccccc2)C[C@H]1c1ccccc1,0,0.2,-14,x,-6,0,-11,x
Cc1nn(-c2ccccc2)c2c1P(=O)(O)/C(=C1\N(C)c3ccccc3C1(C)C)C=N2,-3,x,-55,0.0,40*,3,1,x
O=[N+]([O-])c1cc2ncccc2c2ncccc12,36,0.0,-8,1.9,0,1,8,-0.1
Cc1ccc(-c2cc(C(=O)N(C)CC(=O)Nc3ccccc3Br)c3ccccc3n2)o1,-4,0.2,-61,-2.5,12,-8,-5,x
C=CCNC(=S)NNC(=O)CSc1nc2ccccc2s1,x,-0.1,7,0.2,1,4,x,x
CS(=O)(=O)c1ccc(NS(=O)(=O)c2ccc3ccccc3c2)cc1,-5,0.0,-21,3.8,4,11,-14,0.7
C[C@H]1CN([C@@H](C)CO)C(=O)Cc2cc(NS(=O)(=O)c3ccc(F)cc3)ccc2O[C@@H]1CN(C)C(=O)Nc1ccc(C(F)(F)F)cc1,-17,0.0,-4,-1.2,x,-2,6,0.1
O=C(NCCS(=O)(=O)NCc1cccs1)c1ccccc1,x,0.0,-6,x,-2,-4,1,x
CCC(C)c1ccccc1NC(=O)CN1CCN(C/C=C/c2ccccc2)CC1 (centres undefined),3,-0.1,-8,x,1,9,x,0.5
O=S(=O)(/N=C(/Nc1ccc(Cl)c(S(=O)(=O)N2CCOCC2)c1)c1ccc(F)cc1)c1ccccc1,-4,0.0,-3,0.4,-2,-2,8,0.1
Cc1ccc2nc3nc(NCC4CCCO4)c(C(=O)NC4CCCC4)cc3c(=O)n2c1 (centres undefined),8,0.0,x,2.4,x,x,1,0.1
CCOC(=O)c1c(NC(=O)COC(=O)c2nc(Cl)ccc2Cl)sc2c1CCC2,1,0.5,0,x,-2,6,x,137*
C[C@H]1CN([C@@H](C)CO)C(=O)c2cccc(NC(=O)c3cnccn3)c2O[C@H]1CN(C)Cc1ccc(Cl)c(Cl)c1,-10,0.0,4,-3.4,-5,23*,-10,7.9
CC1CCCCC1NC(=O)CCCn1c(=S)[nH]c2ccsc2c1=O (centres undefined),2,0.2,-4,0.8,2,-2,4,x
CCOC(=O)Cc1csc(NC(=O)c2cc(C)c(C)s2)n1,-16,0.0,-14,-3.1,1,u,9,x
CO[C@H]1CN(C)C(=O)c2cc(NC(=O)C3CC3)ccc2OC[C@@H](C)N(Cc2cccc(F)c2)C[C@H]1C,-8,0.6,0,-3.3,-3,-8,0,0.0
COCC(=O)Nc1ccc2c(c1)[C@H]1C[C@H](CC(=O)NCc3ccccn3)O[C@@H](CO)[C@H]1O2,-4,0.1,14,-4.3,1,-9,-1,-0.5
CC(C)=CCN1CCN(Cc2cn(C(C)C)c3ccccc23)CC1CCO (centres undefined),-10,0.1,-8,-3.9,-2,-7,-7,x
COc1cccc(-c2c(C(=O)N/N=C(\C)c3ccco3)nnn2-c2nonc2N)c1,3,0.0,-9,-1.2,2,-3,-14,0.4
Cc1ccc(N(CC(=O)NCCSCc2ccco2)S(C)(=O)=O)cc1,-9,x,-9,-3.3,2,17,0,x
CN(C)CCCN1c2ccccc2CCc2ccc(Cl)cc21,2,0.0,25,3.0,2,-6,17,-0.5
C[C@H](CO)N1C[C@H](C)[C@@H](CN(C)Cc2ccc(Cl)c(Cl)c2)Oc2c(NC(=O)C3CC3)cccc2C1=O,-18&-40,-0.1&0.1,-30&-25,-2.9&-0.7,3&1,4&11,-5&1,-0.7&0.0
COc1ccc(S(=O)(=O)N2CCOCC2)cc1Br,7,0.0,-9,-1.6,-4,0,3,x
N#Cc1ccc(-c2nc3c4ccccc4ccn3c2Cc2ccccc2C(F)(F)F)cc1,13,0.0,-190,-2.0,0,-3,-5,-1.8
C[C@H]1CN([C@@H](C)CO)C(=O)c2cccc(NS(=O)(=O)c3cccs3)c2O[C@@H]1CN(C)C(=O)Nc1ccc(F)cc1,5,0.0,-11,-7.1,6,-2,-7,0.3
CCOc1ccc(OCCCC(=O)Nc2cc(Cl)ccc2-n2cncn2)cc1,-37,0.0,-6,0.3,-2,10,7,0.1
COc1cccc(S(=O)(=O)N[C@@H]2C=C[C@H](CC(=O)NCc3ccncc3)O[C@@H]2CO)c1,16,0.0,-7,-0.1,-2,0,0,0.0
O=C(CSc1nnc(NC(=O)c2ccc(F)cc2F)s1)NC1CCCC1,37,0.2,-10,-2.8,x,-2,-5,-0.1
O=C(COc1cccc(F)c1)Nc1nc(-c2ccncc2)cs1,34,-0.4,-12,-1.1,0,1,0,x
O=S(=O)(c1ccc(-c2n[nH]c(=S)o2)cc1)N1CCCCC1,21,0.1,-8,-0.2,1,-4,-7,0.4
CCOC(=O)C1CCN(C(=O)COc2cc(C)c(Br)c(C)c2)CC1,-33,x,-17,x,2,x,-1,x

# Compound activity as filed in PubChem.
